S1P3 antagonist – blocks the human S1P3 receptor | Q99500 | hit rate 0.27% among 170,000 | CHO S1P3 NFAT-BLA reporter, FRET fluorescence, antagonist mode | inhibition, % at 4.98 µM;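 active = inhibition above the plate cutoff, the mean inhibition of test wells on that plate plus 3 SD, cut at about 28% in these data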;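 also: cells challenged with S1P at its EC80 of 0.8 µM; blue over green emission ratio from cleaved BLA substrate after 4 h stimulation; 0% = S1P-stimulated wells and 100% = unstimulated DMSO-only wells; some compounds past the cut are filed as inactive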
PPARg SRC2 recr – promotes SRC-2 coactivator recruitment by human PPARgamma; PPARgamma LBD-SRC-2 recruitment, biochemical; activation, % at 8 µM; hit rate 0.34% among 200,000; in the data active = activation above about 22%;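 also: 0% = vehicle and 100% = reference agonist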
Target sequence (P37231 whole entry, looked up, the tested form may be a part): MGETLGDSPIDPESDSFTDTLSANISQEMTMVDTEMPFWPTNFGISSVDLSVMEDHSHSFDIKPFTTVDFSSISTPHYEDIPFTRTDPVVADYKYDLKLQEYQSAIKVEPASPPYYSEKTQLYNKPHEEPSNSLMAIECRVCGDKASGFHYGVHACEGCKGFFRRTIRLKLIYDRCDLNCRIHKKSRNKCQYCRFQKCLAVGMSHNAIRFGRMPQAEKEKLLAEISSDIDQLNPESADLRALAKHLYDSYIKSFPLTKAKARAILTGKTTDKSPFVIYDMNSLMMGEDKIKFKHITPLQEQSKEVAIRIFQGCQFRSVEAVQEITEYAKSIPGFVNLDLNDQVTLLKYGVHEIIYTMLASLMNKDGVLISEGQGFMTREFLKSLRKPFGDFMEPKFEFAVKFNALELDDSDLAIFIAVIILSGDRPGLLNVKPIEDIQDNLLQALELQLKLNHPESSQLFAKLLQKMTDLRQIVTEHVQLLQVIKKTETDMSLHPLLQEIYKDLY
G6PDH counter – L. mesenteroides G6PDH inhibition counter-screen; Purified L. mesenteroides G6PDH, diaphorase/resazurin coupled fluorescence, 45 min; inhibition, % at 5 µM; hit rate 0.12% among 200,000; in the data active = inhibition above about 50%
PMI activator – activators of human phosphomannose isomerase | activation factor at 20 µM | hit rate 0.005% among 190,000 | purified human PMI, coupled resazurin fluorescence, 20 min; hits give high values; 1 = vehicle control, 0 substrate-free wells;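 active = activation factor of 2 or more at 20 µM, relative to plate controls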
Diaph inh CS – inhibits diaphorase or chemically oxidizes, flagging diaphorase assay artifacts; diaphorase resazurin-to-resorufin fluorescence, NADH, 16 min; bacterial (C. kluyveri) enzyme, not human; inhibition, % at 20 µM; hit rate 0.69% among 190,000;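 active = primary screen inhibition at 20 µM above a set limit, cut at about 50% in these data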;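 also: plate controls were DMSO with full reaction for no effect and wells lacking NADH for full effect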
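System: Diaphorase enzyme from Clostridium kluyveri | Amount: Enzyme working solution with 0.14 U/mL diaphorase | Benchmarks: No-NADH positive control and DMSO neutral control | Signal: Fluorescence of resorufin formed from resazurin, Ex 544/Em 590 nm | Schedule: 16-min room-temperature incubation before reading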
Diaph act CS – counter-screen for diaphorase-based assays: diaphorase activators and chemical reducers. AID 1229. Diaphorase/resazurin coupled assay, resorufin fluorescence, 16 min; hits give high values; 1 = vehicle wells, 0 = NADH-free wells. activation factor at 20 µM. hit rate 0.005% among 190,000;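 active = diaphorase activity raised at least twofold by the compound at 20 µM; inactive = activation factor below 2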
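Test system: Clostridium kluyveri diaphorase, purified enzyme; input: enzyme 0.07 U/mL final; buffer or medium: 50 mM HEPES pH 7.4 with 4.542 mM MgCl2, 0.005% Tween 20; also added: 0.114 mM NADH and 0.1 mM resazurin, final amounts; schedule: 16 min enzyme reaction, ambient temperature; technique: fluorescence of resorufin, 544 nm excitation, 590 nm emission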
PPARg SRC1 recr – PPARgamma-driven SRC-1 recruitment agonism; P37231; PPARgamma-SRC-1 coactivator recruitment biochemical assay; hit rate 0.41% among 200,000; AID 631; activation, % at 8 µM; in the data active = activation above about 19%;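 also: 0% = DMSO and 100% = reference agonist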
TR-FRET SRC-2 ct – flags TR-FRET format artefacts in PPARgamma SRC-2 recruitment agonist screen; TR-FRET artefact counter-screen; hits give high values; AID 1049; TR-FRET ratio at 8 µM; hit rate 0.4% among 200,000; in the data active = TR-FRET ratio above about 2000; also: inactives centre near 1500
PPARg SRC3 recr – PPARgamma-driven SRC-3 recruitment agonism; activation, % at 8 µM; hit rate 0.26% among 200,000; biochemical PPARgamma/SRC-3 coactivator recruitment assay; AID 731; P37231; in the data active = activation above about 23%;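 also: 0% = DMSO and 100% = reference agonist; some compounds past the cut are filed as inactive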
PMI act satM6P – increases human PMI activity with near-saturating mannose 6-phosphate; P34949; coupled PMI enzyme assay, resazurin fluorescence, 20 min; hits give high values; 1 = untreated enzyme, 0 = substrate-free blank; activation factor at 20 µM; hit rate 0.34% among 190,000; AID 1216;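 active = activation factor of 2 or more at 20 µM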
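Test system: human phosphomannose isomerase with PGI, G6PDH, diaphorase coupling enzymes / Doses: 20 µM compound, 1% DMSO / Times: enzyme reaction with compound 20 min at room temperature / Measured by: Diaphorase-driven resazurin-to-resorufin fluorescence, excitation 544, emission 590 nm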
ROMK mod – modulators of human ROMK potassium channel | Tet-inducible ROMK, thallium flux fluorescence; actives lie on both sides | B-score at 10 µM | hit rate 2% among 130,000;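 active = signal ratio slope over the read window, or its plate-corrected B-score, at least 3 SD from the plate mean, either direction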;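 also: B-score of the F/F0 ratio slope over 7 to 12 s after thallium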
Target sequence (P48048 whole entry, looked up): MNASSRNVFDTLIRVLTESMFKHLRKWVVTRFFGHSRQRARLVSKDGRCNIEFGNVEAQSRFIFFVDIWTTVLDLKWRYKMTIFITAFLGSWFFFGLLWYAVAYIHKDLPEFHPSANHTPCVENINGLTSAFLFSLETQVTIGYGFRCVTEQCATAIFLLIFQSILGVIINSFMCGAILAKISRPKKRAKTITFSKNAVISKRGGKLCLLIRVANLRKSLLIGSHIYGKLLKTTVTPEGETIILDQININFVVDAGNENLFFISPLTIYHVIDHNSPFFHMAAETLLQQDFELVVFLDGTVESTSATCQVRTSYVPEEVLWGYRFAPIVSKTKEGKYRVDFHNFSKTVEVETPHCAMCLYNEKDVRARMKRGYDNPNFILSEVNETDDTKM
* marks the source's active call; other numbers are inactive results; nt = not tested or not shown.

SMILES	S1P3 antagonist	PPARg SRC2 recr	G6PDH counter	PMI activator	Diaph inh CS	Diaph act CS	PPARg SRC1 recr	TR-FRET SRC-2 ct	PPARg SRC3 recr	PMI act satM6P	ROMK mod
COc1ccc(CCNC(=O)CSc2nnc(-c3ccccc3)o2)cc1OC	-2.0	nt	3.9	1	15.5	0.8	nt	nt	nt	0.9	nt
CCc1ccccc1NC(=O)c1cc(-c2ccc(F)cc2)on1	-9.1	-6.6	3.2	1.1	-2.6	1	-1.4	1360	2.4	1.1	-0.519
CCOCCCNC(=O)c1ccc(CS(=O)(=O)Cc2ccccc2F)o1	nt	14.9	9.1	0.9	0.0	1	3.4	1536	-0.1	1	0.297
CC(=O)Nc1ccc2nc(CN3CCN(Cc4ccc(F)cc4)C(CCO)C3)ccc2c1 (centres undefined)	2.8	12.3	17.6	0.9	-7.2	1.1	4.0	1556	-1.4	0.8	0.0532
N/C(=N\OC(=O)c1ccc(Cl)cc1)c1ccccn1	nt	1.2	-6.9	1	9.5	0.9	-2.1	1482	-2.5	1	0.149
CCOC(=O)N1CCN(S(=O)(=O)c2ccc(C(=O)Nc3nc4c(s3)CC(C)CC4)cc2)CC1 (centres undefined)	22.9	-0.6	-0.7	1	-0.2	1	0.6	1546	-0.4	1	nt
CC1(C)CC(=O)C2=C(C1)N(Cc1ccc(F)cc1)C(=O)C2(NC(=O)c1cccnc1)C(F)(F)F (centres undefined)	nt	5.1	5.3	0.8	17.8	0.8	4.2	1519	7.0	0.9	nt
CCOC(=O)N1CCN(CC(O)c2ccccc2)CC1 (centres undefined)	-26.9	3.2	-2.3	1.1	-0.1	1	2.3	1796	-1.1	1.1	1.09
c1csc(C2CCCN2c2nc3nonc3nc2NC2CC2)n1 (centres undefined)	0.5	10.2	7.6	1	12.0	0.9	2.5	1598	3.9	0.8	nt
Cc1c(NC2=NC(C)(C)Cc3ccccc32)c(=O)n(-c2ccccc2)n1C	nt	6.8	0.3	1	4.2	1	-0.4	1368	-3.6	1	0.292
COc1ccccc1OCCNC(=O)c1cccs1	25.5	4.0	9.2	1	4.4	1	1.4	1476	0.8	1.1	nt
O=C(CSc1nc(O)cc(=O)n1-c1ccccc1)Nc1ccc2c3c(cccc13)CC2	2.7	0.2	4.8	0.8	21.2	0.8	8.7	1526	0.9	0.6	0.122
CCOC(=O)c1c(NC(=O)C2=C(C)NC(=S)NC2c2ccc(F)cc2)sc(C)c1C (centres undefined)	-14.8	7.0	-9.5	0.9	19.8	0.8	0.8	1612	1.1	0.9	-0.0638
CCN(CC(=O)Nc1ccc([N+](=O)[O-])cc1OC)CC(=O)NC(C)(C)C	1.7	13.6	11.2	0.9	9.4	0.9	8.1	1716	1.3	0.6	-0.303
COc1ccc(C2=NOC(C(=O)NCc3ccccn3)C2)cc1OC (centres undefined)	nt	12.5	1.1	0.9	0.0	1	2.0	1506	7.9	1	1.04
COc1ccc(CC(=O)N2CCN=C2SCc2ccc([N+](=O)[O-])cc2)cc1	-12.2	-0.1	-1.7	1	6.3	0.9	-1.1	1389	-0.8	1	-0.619
CCCc1cc(C(=O)N2CCN(S(=O)(=O)c3ccc(OC)c(OC)c3)CC2)cs1	8.0	0.4	-1.5	0.9	8.3	0.9	0.7	1589	1.3	1	nt
COc1cc(N2C(=O)c3ccccc3C2=O)c(Cl)cc1C(=O)OCC(=O)N1CCOCC1	6.6	-4.8	3.6	1	17.8	0.8	-1.7	1361	-4.2	1	0.0249
Cn1c(=O)[nH]c(=O)c2c1nc(N1CCCCC1)n2CCOc1ccccc1	15.8	2.4	-2.5	1	12.7	0.9	9.2	1675	2.0	0.9	nt
Cc1ccc(N2CCN(S(=O)(=O)N3CCCCC3)CC2)c(C)c1	-9.6	-1.9	14.7	0.8	25.9	0.7	-7.0	1567	-6.7	0.8	-0.0121
CSc1ccccc1C(=O)NCc1ccc(S(N)(=O)=O)cc1	nt	4.5	1.0	1	10.4	0.9	7.0	1545	-5.5	1.1	0.793
CCOC(=O)c1ccc(Oc2nc(NC)nc(Nc3ccccc3)n2)cc1	nt	9.6	1.5	0.9	5.3	0.9	1.4	1538	10.7	1	-0.409
O=C(NNc1ccccc1)C(=O)N1CCCCC1	3.5	3.5	-8.3	0.9	10.8	0.9	8.1	1678	2.2	1	nt
O=C(Nc1ccccc1C(=O)N1CCOCC1)C1CCCO1 (centres undefined)	-7.1	2.7	-0.1	0.9	15.7	0.8	1.2	1639	5.8	1	nt
COc1ccc(-c2nn(CC(=O)N(C)C)c(=O)c3ccccc23)cc1	5.9	2.3	4.0	1.1	-1.7	1	-2.1	1397	-4.3	1.1	nt

Filtered by structure: those above containing an aryl thioether with sulfur outside any ring.
SMILES	S1P3 antagonist	PPARg SRC2 recr	G6PDH counter	PMI activator	Diaph inh CS	Diaph act CS	PPARg SRC1 recr	TR-FRET SRC-2 ct	PPARg SRC3 recr	PMI act satM6P	ROMK mod
COc1ccc(CCNC(=O)CSc2nnc(-c3ccccc3)o2)cc1OC	-2.0	nt	3.9	1	15.5	0.8	nt	nt	nt	0.9	nt
O=C(CSc1nc(O)cc(=O)n1-c1ccccc1)Nc1ccc2c3c(cccc13)CC2	2.7	0.2	4.8	0.8	21.2	0.8	8.7	1526	0.9	0.6	0.122
CSc1ccccc1C(=O)NCc1ccc(S(N)(=O)=O)cc1	nt	4.5	1.0	1	10.4	0.9	7.0	1545	-5.5	1.1	0.793

Other results
SMILES	S1P3 antagonist	PPARg SRC2 recr	G6PDH counter	PMI activator	Diaph inh CS	Diaph act CS	PPARg SRC1 recr	TR-FRET SRC-2 ct	PPARg SRC3 recr	PMI act satM6P	ROMK mod
COc1cc([N+](=O)[O-])ccc1NC(=O)Cc1ccccc1	2.7	-2.9	5.1	1	7.1	0.9	4.9	1699	4.2	0.8	-0.772
NS(=O)(=O)c1ccc(CCNC(=O)c2cc(-c3ccc(Br)cc3)nc3ccccc23)cc1	1.2	0.1	8.5	0.9	-4.2	1	-2.8	1616	-3.4	1	-0.78
CCOC(=O)c1ccc(OCc2nc(-c3cccs3)no2)cc1	19.2	-11.2	5.4	0.9	13.9	0.9	-1.9	1513	-1.6	1	nt
COc1ccc(NC(=O)C2CCN(S(C)(=O)=O)CC2)cc1Cl	nt	-0.2	3.5	1	0.0	1	6.1	1608	-4.7	1	0.701
COc1ccc2nc(N3C(=O)CC(Cc4ccc(C)cc4)C3=O)sc2c1 (centres undefined)	0.8	-4.4	-14.3	0.9	17.4	0.8	-0.1	1629	0.3	1	-0.0278
CCOc1ccc(C(=O)Oc2ccc(NC(C)=O)cc2)cc1	-10.8	-9.1	-4.6	1	2.2	1	0.1	1565	-3.5	1	1.58
O=C(CSc1nnc(-c2ccncc2)n1-c1ccccc1)N1CCN(c2ccc(Cl)cc2)CC1	nt	2.9	2.4	0.9	3.3	1	-1.1	1392	-3.5	0.9	-1.08
CCOc1ccc(NC(=O)CSc2nc3ccccc3c(=O)n2CCNC(C)=O)cc1	-5.6	0.2	5.4	0.9	10.7	0.9	4.2	1639	-12.7	0.9	0.492
Cc1ccc(N=Cc2sc(O)c3ccccc23)cc1	nt	28.8*	-21.1	0.9	14.4	0.9	25.1*	1560	19.2	0.9	nt
O=C(CN1C(=O)c2ccccc2C1=O)N1CCN(C2c3ccccc3-c3ccccc32)CC1	-37.1	-8.3	-22.3	0.8	26.4	0.7	-2.9	1455	-2.0	0.9	nt
O=C(Nc1ccccc1)N1CCN(Cc2ccc(Cl)cc2)CC1	-16.2	-6.0	17.3	0.9	15.1	0.8	3.3	1473	-3.6	0.9	nt
Cc1ccccc1NC1=NCC(c2ccc([N+](=O)[O-])cc2)S1 (centres undefined)	1.8	0.9	-1.7	0.9	15.4	0.8	4.3	1556	-0.6	0.6	-1.21
Cc1ccc(C(=O)Nc2ccc([N+](=O)[O-])cn2)o1	-1.5	-0.6	-2.4	1	1.5	1	-0.2	1573	0.5	1	1.18
Cc1cc2cc(CNS(=O)(=O)N(C)C)ccc2[nH]1	-7.3	2.9	3.2	1.1	5.6	0.9	3.9	1767	6.8	0.8	nt
CCn1c(-c2csc(-c3ccccc3)n2)n[nH]c1=S	nt	6.5	-1.2	0.9	15.9	0.8	-2.0	1468	13.9	1	-0.62
COC(=O)N(NC(=O)C(O)(c1ccccc1)c1ccccc1)c1ccccc1	13.1	0.6	-7.6	0.9	11.0	0.9	5.4	1673	2.8	1	nt
COc1ccc(C(=O)OCC(=O)NC(=O)NC(C)C)cc1OC	-8.8	11.7	-1.7	0.9	11.2	0.9	0.3	1605	5.0	0.7	-0.304
Cc1ccc(S(=O)(=O)N2CCN(C3CCN(Cc4ccccc4)CC3)CC2)cc1	-21.0	0.2	4.6	0.9	13.7	0.9	-1.0	1600	6.0	0.9	-1
O=C(CN1CCCc2ccccc21)NCCc1ccc(Cl)cc1	-16.9	-3.1	-3.2	1	11.2	0.9	6.1	1540	7.0	0.9	-0.271
COC(=O)N/N=C/c1c(C)nn(-c2cccc(Cl)c2)c1Cl	9.6	4.2	27.3	0.8	6.7	0.9	7.0	1594	1.8	0.9	nt
Cc1ccc(Cl)cc1N1CCN(C(=O)c2ccc(NS(=O)(=O)c3c(C)noc3C)cc2)CC1	-4.3	-5.5	3.5	0.8	35.6	0.6	-8.1	1446	0.3	0.8	0.561
O=C(Nc1ccc2nc(-c3ccccc3)oc2c1)c1ccco1	-5.2	-4.4	-4.3	0.9	12.2	0.9	7.7	1772	0.7	1	0.278
COc1ccc(C)cc1S(=O)(=O)n1ccnc1C	-6.8	-1.3	8.8	1	12.0	0.9	12.2	1672	4.5	1	1.02
Cc1ccc2cc(CN(C)C(=O)C3CCCO3)c(=O)[nH]c2c1 (centres undefined)	-13.6	-15.0	0.4	1	18.5	0.8	2.2	1614	-10.5	1	0.533
Cc1cc(N2C(=O)C(O)=C(C(=O)c3ccco3)C2c2ccc(O)cc2)no1 (centres undefined)	nt	7.7	5.2	1	19.6	0.8	0.3	1340	-10.7	0.8	nt
COCCN1C(=O)Cc2c1nc(N)c1c(N)nc(N3CCN(c4ccc(F)cc4)CC3)c(C#N)c21	-20.4	4.2	4.1	0.6	42.6	0.6	5.9	1606	2.3	0.4	2.1
CCc1ccc2[nH]c(=O)c(CN(CCCN3CCOCC3)C(=O)Nc3cccc(Cl)c3)cc2c1	-5.3	10.8	1.3	0.9	16.3	0.8	11.3	1683	5.6	0.9	nt
O=C(c1ccc(CNS(=O)(=O)c2ccccc2)cc1)N1CCN(c2ccccn2)CC1	-21.8	5.0	4.2	0.9	8.8	0.9	-6.3	1397	-1.6	1	nt
Cc1ccc(NN=Nc2nc3c([nH]2)c(=O)n(C)c(=O)n3C)cc1	1.9	10.1	-8.7	1.3	35.7	0.6	0.9	1735	9.6	2*	nt

Screening data from PubChem BioAssay.
